Screening data as filed in PubChem.
CAL PDZ FP-1 = untagged CAL PDZ binding inhibitors, primary screen, biochemical, fluorescence polarization, HTS; actives 0.92% (n = 300,000); inhibition, % at 24.9 µM; AID 602252, 2012; Golgi-associated PDZ and coiled-coil motif-containing protein (Homo sapiens), Q9HD26; purified CAL PDZ, TMR-peptide fluorescence polarization, 1 h;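 active = mean inhibition of at least 30% with at least half of replicates also reaching 30%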;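 note: 0% = DMSO neutral control and 100% = excess unlabeled competitor peptide PRC23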
Keap1-Nrf2 PPI = Keap1-Nrf2 protein-protein interaction inhibitors, primary screen, biochemical, fluorescence polarization, single point; inhibition, % at 9.4 µM; actives 0.15% (n = 340,000); Kelch-like ECH-associated protein 1 (Homo sapiens), Q14145; Keap1 Kelch-Nrf2 peptide fluorescence polarization, 1536-well; in the data active = inhibition above about 12%;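 note: human Keap1 Kelch domain with fluorescein labeled Nrf2 9mer peptide probe; 0% = neutral control wells and 100% = peptide positive control; higher means more block of Keap1 binding to Nrf2 peptide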
Target sequence (Q14145 whole entry, looked up, the tested form may be a part): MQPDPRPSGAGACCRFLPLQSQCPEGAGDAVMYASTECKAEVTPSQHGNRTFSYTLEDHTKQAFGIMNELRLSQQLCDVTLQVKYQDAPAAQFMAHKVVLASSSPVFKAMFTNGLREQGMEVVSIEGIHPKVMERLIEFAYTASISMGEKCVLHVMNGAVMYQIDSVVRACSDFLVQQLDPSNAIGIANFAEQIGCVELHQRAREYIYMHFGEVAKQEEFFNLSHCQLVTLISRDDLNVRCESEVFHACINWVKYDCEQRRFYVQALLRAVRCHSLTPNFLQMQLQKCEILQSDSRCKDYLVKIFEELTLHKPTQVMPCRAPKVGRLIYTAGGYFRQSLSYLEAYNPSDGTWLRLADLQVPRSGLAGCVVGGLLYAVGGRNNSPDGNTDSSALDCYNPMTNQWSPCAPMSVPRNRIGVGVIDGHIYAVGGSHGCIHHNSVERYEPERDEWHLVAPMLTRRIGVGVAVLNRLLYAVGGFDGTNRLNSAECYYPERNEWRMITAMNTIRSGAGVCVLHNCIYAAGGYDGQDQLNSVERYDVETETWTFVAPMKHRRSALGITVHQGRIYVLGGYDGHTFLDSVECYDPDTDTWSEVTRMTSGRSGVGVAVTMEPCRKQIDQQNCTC
NSD2 HMT inh = NSD2 histone methyltransferase inhibitors, primary screen, biochemical, AlphaScreen, single concentration, set 2 | AID 743445, 2014 | NSD2 peptide methylation, 120 min | inhibition, % at 12.5 µM | actives 0.54% (n = 310,000); in the data active = inhibition above about 50%
DSG3 Ab inh = inhibitors of pemphigus antibody binding to DSG3, primary screen, biochemical, bead-based, flow cytometry, scFv-GFP; Desmoglein-3 (Homo sapiens), P32926; DSG3-coupled beads, scFv-anti-DSG3-GFP binding; active compounds read low; binding (percent of control), % at 10 µM; actives 0.48% (n = 310,000);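 active = binding more than 3 SD below its plate's average and above zero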;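 note: hits lower antibody fragment binding to DSG3; some compounds called inactive have numbers as strong as hits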
V-ATPase pHluor = regulators of yeast V-ATPase proton pumping, primary screen, pHLuorin cytosolic pH fluorescence; S. cerevisiae; response, % at 10 µM; actives 0.37% (n = 350,000); AID 504577, 2011; in the data active = response mostly above about 7.3%, no sharp cut-off; inactive = mostly below about 5.4%; note: actives read high; inactives centre near 0; some compounds called inactive have numbers as strong as hits; reference of the scale not given here
DAGLB inh = DAGLB lipase inhibitors, primary screen, biochemical, fluorescence, HTS; Diacylglycerol lipase-beta (Homo sapiens), Q8NCG7; HEK293T DAGLB membrane lysate, EnzChek fluorogenic substrate; inhibition, % at 5.17 µM; actives 0.059% (n = 340,000); AID 504411, 2011; in the data active = inhibition above about 34%;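 note: 0% = enzyme with vehicle and 100% = wells lacking enzyme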
CAL PDZ FP-2 = CAL PDZ peptide-binding inhibitors, primary screen, biochemical, fluorescence polarization, Cer-tagged CAL PDZ, HTS | purified CAL PDZ, TMR-peptide fluorescence polarization, 1 h | AID 504414, 2011 | Golgi-associated PDZ and coiled-coil motif-containing protein (Homo sapiens), Q9HD26 | inhibition, % at 20 µM | actives 0.02% (n = 330,000);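 active = highest replicate inhibition of at least 40%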;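 note: plate controls were DMSO neutral control wells for no effect and unlabeled competitor peptide control wells for full effect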
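material = purified tagged CAL PDZ domain construct (CerCALP) | compound dosing = 20 µM, one dose | times = 1 h at RT | measured by = fluorescence polarization from S- and P-plane intensities, G-factor corrected | read-out = inhibition from polarization loss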
Cardiac RTF inh = cardiac RTF calcium sensitivity inhibitors, primary screen, biochemical, IANBD-TnC fluorescence, EC70 calcium; IANBD-labeled cardiac RTF, Ca2+ fluorescence; AID 493244, 2011; actives 0.12% (n = 340,000); inhibition, % at 7.15 µM;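 active = inhibition above the mean inhibition of all tested compounds plus 3 SD, cut at about 17% in these data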;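 note: assay run at fixed EC70 calcium of 1.6 mM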
LANA DNA inh = inhibitors of KSHV C-LANA binding to DNA, primary screen, biochemical, fluorescence polarization, FAM-LBS DNA, MBP-C-LANA, single point | Kaposi's sarcoma herpesvirus LANA C-terminal domain (residues 932-1162) DNA binding | inhibition, % at 9 µM | actives 0.078% (n = 340,000);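 active = highest replicate inhibition at or above 60% at 9 µM, even if other replicates fall short; inactive = all replicates below 60% inhibition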;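 note: 0% = neutral control wells and 100% = 4 µM acridine orange control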
Arrestin-AP2 inh = inhibitors of beta-arrestin/AP2 binding, primary screen, biochemical, GPCR trafficking, flow cytometry. beta-arrestin 1 C-terminal peptide binding to AP2 beta2-adaptin appendage (human). FITC-arrestin peptide / GST-AP2 beads; AP2 beta2 appendage carries R879A mutation. inhibition, % at 10 µM. actives 0.31% (n = 340,000). AID 504490, 2011;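 active = inhibition above a set limit, near 3 SD of compounds lacking own fluorescence, cut at about 54% in these data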;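 note: plate controls were DMSO wells for no effect and 5 µM unlabelled arrestin peptide for full effect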
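Measured by: flow cytometry, FL1 (488/535 nm); Material: AP2 appendage R879A on GSH beads; Evaluation: percent response; Timing: pre-incubation 12 min, peptide binding 1 h, room temperature; Also added: 50 nM FITC-arrestin peptide; Medium: PBS with 0.05% Tween 20 and 0.1% BSA.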
Starred values were filed as active, the others as inactive; / = not tested or not shown. The list is partial; rates above refer to the full screens.

nr	CAL PDZ FP-1	Keap1-Nrf2 PPI	NSD2 HMT inh	DSG3 Ab inh	V-ATPase pHluor	DAGLB inh	Structure	CAL PDZ FP-2	Cardiac RTF inh	LANA DNA inh	Arrestin-AP2 inh
1	0.7	1.6	5.0	110.1	2.6	-2.8	COc1ccccc1N1CCN(C2CCCN(Cc3ccc(Cl)cc3)C2)CC1 (configuration not stated)	-0.4	-1.1	-1.5	15.2
2	0.9	1.1	-2.8	110.0	1.0	-2.6	Cc1ccc(CNC(=O)COC(=O)c2ccc(Cl)c(N)c2)cc1	0.0	-6.5	5.0	19.3
3	-2.2	0.9	-2.5	/	-0.5	-1.9	CCN(CC)c1nc(N)n(CCSC(=S)N(C)C)c(=O)n1	-0.8	2.8	1.3	35.9
4	-1.3	-1.2	/	98.2	0.9	0.1	CCN1C(=O)[C@H]2[C@@H](c3ccc(C)cc3)N3C(=O)N(c4ccccc4)C(=O)[C@@]3(C)[C@H]2C1=O	0.7	-5.6	-1.3	26.6
5	2.5	-3.8	-1.3	104.8	-1.3	-4.5	CCc1nnc(NC(=O)CN2CCN(Cc3cccc(F)c3)CC2)s1	-2.3	-7.1	6.1	-1.4
6	-0.6	-1.9	3.4	/	-6.0	-3.1	O=C(NC1CCCCC1)C1CCN(C(=O)c2ccccc2Cl)CC1	0.4	4.8	1.2	22.1
7	/	0.2	6.3	/	1.3	-4.5	CCOc1ccc(N2C(=O)CC(N(CCc3ccc(OC)cc3)C(=O)/C=C/C(=O)O)C2=O)cc1 (configuration not stated)	-0.4	0.9	-0.8	40.7
8	0.9	0.7	0.9	103.4	-3.1	-0.5	CN(C(=O)Cn1nc(Cl)ccc1=O)C1CCCN(Cc2ccccc2F)C1 (configuration not stated)	0.4	3.8	0.4	30.0
9	1.4	1.0	-0.8	106.8	0.3	2.4	O=S(=O)(c1ccc(N2CCOCC2)cc1)N1CCOCC1	-0.9	-5.5	2.5	3.0
10	-0.8	1.0	2.0	111.3	-4.6	1.9	CSc1nnnn1-c1ccc(C(=O)O)cc1	0.0	1.0	0.7	-2.3
11	-1.9	-3.2	-2.5	109.6	-0.1	-2.2	CN(C1CCCCC1)S(=O)(=O)c1ccc(NC(=O)C2CCCCC2)cc1	-0.4	1.4	-0.2	3.6
12	0.9	-0.7	0.6	112.7	-4.0	0.8	CC(C)NC(=O)C(c1ccc(F)cc1)N(C(=O)CCC(=O)Nc1ccccn1)c1cccc(F)c1 (configuration not stated)	-1.2	7.6	0.1	-3.9
13	-2.6	-6.3	4.6	114.5	-1.5	1.1	Cc1csc(NC(=O)c2cc(C)on2)n1	0.3	-7.6	1.3	-4.6
14	-26.4	2.1	1.4	/	-2.3	0.1	COc1ccc(NC(=O)CN(C)CC(=O)NCc2ccc(C)cc2)cc1	-0.4	-0.8	-2.5	21.4
15	-2.8	1.3	1.2	91.7	1.8	4.2	O=C(Nc1ccccc1N1CCOCC1)c1ccccc1NS(=O)(=O)c1ccc(F)c(F)c1	0.4	5.5	1.3	8.8
16	-0.4	3.9	0.7	93.9	0.4	-2.3	COc1ccc(NC(=O)C(CCCCNC(=O)OC(C)(C)C)NC(=O)OCc2ccccc2)cc1 (configuration not stated)	0.1	-8.4	2.4	4.5
17	-2.3	-1.1	27.2	89.9	-3.1	-1.3	COc1ccc2[nH]c(=O)c(CN(Cc3cccs3)C(=S)Nc3cccc(C)c3)cc2c1	-1.7	1.8	-1.3	22.9
18	-3.6	-2.4	-2.1	83.5	-4.1	2.1	O=C(CSc1nc2ccccc2n1CCc1ccccc1)NC1CCS(=O)(=O)C1 (configuration not stated)	0.3	-1.5	0.0	-18.5
19	/	/	2.6	104.2	-0.5	-2.6	CCOC(=O)c1cc(C)nnc1C(=O)OCC	/	/	/	/
20	-2.3	-2.4	8.2	102.5	-3.6	-3.9	Cc1ccc(-c2noc(CSc3nnc(-c4ccccc4)n3C)n2)cc1	-0.2	-4.8	-2.1	-3.1

Profiles from above. Order of values: CAL PDZ FP-1, Keap1-Nrf2 PPI, NSD2 HMT inh, DSG3 Ab inh, V-ATPase pHluor, DAGLB inh, CAL PDZ FP-2, Cardiac RTF inh, LANA DNA inh, Arrestin-AP2 inh
COc1ccc2[nH]c(=O)c(CN(Cc3cccs3)C(=S)Nc3cccc(C)c3)cc2c1 is listed with -2.3, -1.1, 27.2, 89.9, -3.1, -1.3, -1.7, 1.8, -1.3, 22.9
COc1ccc(NC(=O)CN(C)CC(=O)NCc2ccc(C)cc2)cc1 is listed with -26.4, 2.1, 1.4, /, -2.3, 0.1, -0.4, -0.8, -2.5, 21.4
CSc1nnnn1-c1ccc(C(=O)O)cc1 is listed with -0.8, 1.0, 2.0, 111.3, -4.6, 1.9, 0.0, 1.0, 0.7, -2.3

(list continues)
nr	CAL PDZ FP-1	Keap1-Nrf2 PPI	NSD2 HMT inh	DSG3 Ab inh	V-ATPase pHluor	DAGLB inh	Structure	CAL PDZ FP-2	Cardiac RTF inh	LANA DNA inh	Arrestin-AP2 inh
21	-5.0	-4.0	4.2	120.7	-4.3	-3.6	O=c1oc2ccccc2n1Cc1ccccc1F	-0.3	0.0	-0.4	6.5
22	-1.5	1.4	/	111.8	1.5	-3.7	c1ccc(-c2ccc(C(c3ccccc3)n3ccnc3)cc2)cc1 (configuration not stated)	-1.5	8.6	1.3	8.2
23	/	1.9	/	96.7	0.0	1.0	Cc1ccc(OCC(=O)NN2C(=O)c3ccccc3C2=O)cc1	-0.5	-5.5	-1.0	6.6
24	-2.0	-4.5	0.7	/	1.7	-5.4	COC(=O)c1cc(O)c(OCc2ccccc2)c(O)c1	-0.5	0.6	-0.6	2.5
25	-2.0	-3.0	4.7	104.4	2.2	-2.7	CCN(CCNC(=O)C1CCN(Cc2nc(-c3cccc(Cl)c3)oc2C)CC1)c1ccccc1	-0.7	-7.4	-1.0	0.8
26	-4.8	5.3	-2.2	102.1	-8.8	-3.3	COC(=O)Cn1nc(-c2ccc(C)c(S(=O)(=O)N(C)C)c2)c2ccccc2c1=O	/	-7.2	0.0	0.3
27	-6.9	1.7	-1.7	102.0	-0.5	-0.7	Cc1ccc(C(=O)O)cc1S(=O)(=O)N1CCC(C(=O)O)CC1	/	-5.6	-0.5	26.8
28	-1.2	-7.0	/	92.2	-2.0	0.9	CCOc1ccccc1C=NNc1ccc([N+](=O)[O-])cn1	0.0	-3.7	4.1	6.9
29	-0.6	-6.0	-1.2	101.5	-3.9	0.3	COc1ccc(OCC(=O)NCc2cccnc2)cc1	-2.7	1.1	-0.4	-0.8
30	-2.4	-0.5	1.8	103.7	-2.6	-3.4	O=C(C1COc2ccccc2O1)N1CCN(Cc2ccc3c(c2)OCO3)CC1 (configuration not stated)	0.2	-10.6	0.9	3.0
31	-2.7	-1.3	-1.1	111.7	0.2	3.1	Clc1ccc2[nH]c3c(c2c1)CCc1cn[nH]c1-3	-0.8	14.2	0.3	-7.3
32	-0.9	-3.0	-0.1	105.2	4.5	1.9	CC1CCN(CCCNC(=O)c2ccc(N3CCCC3=O)cc2)CC1	-2.1	8.0	-0.5	5.3
33	0.8	-3.0	1.4	106.6	-1.7	-4.9	COc1cc(/C=C/[N+](=O)[O-])ccc1OC(=O)c1cc2ccccc2oc1=O	-0.5	4.0	-0.2	31.0
34	-3.1	-2.0	2.4	101.3	2.4	-1.8	CC(C(=O)NC1CCCc2ccccc21)N1CCN(c2ccc(F)cc2)CC1 (configuration not stated)	0.2	-4.6	0.1	5.5
35	-1.4	-2.6	1.9	/	-3.3	-1.5	C=CCN(C(=O)c1csnn1)C(C(=O)NC1CCCCC1)c1ccc(C)cc1 (configuration not stated)	-2.9	-6.2	0.8	14.9
36	-4.0	-1.5	-0.1	85.5	-1.6	1.5	O=C(CCC(=O)Nc1ccc(F)cc1)N/N=C/c1ccccc1O	-2.4	-5.0	-0.6	-5.1
37	-4.9	-5.5	1.2	101.0	3.4	-1.1	Nc1cc(=O)[nH]c(SCC(=O)c2ccc(O)cc2O)n1	/	-2.3	0.2	-8.3
38	-3.1	-3.5	-1.6	125.1	-0.8	-1.7	CCCCN(CC)C(=O)c1oc2ccc(S(=O)(=O)N3CCCC3)cc2c1C	-2.7	-4.3	-1.7	-0.8
39	/	/	-0.6	105.4	-0.7	-1.2	O=C(NCCOc1ccccc1)c1ccccc1F	/	/	/	/
40	12.2	-4.6	-2.6	105.1	-1.5	-6.0	Cc1cc(Br)c(OCc2ccc(C(=O)N/N=C/c3ccc[nH]3)cc2)c(Br)c1	0.8	-5.3	-1.2	43.8
41	-3.7	4.6	3.6	112.8	1.4	-0.5	COCCCC1CCN(C(=O)C2CCC(=O)N(CCc3cccc(F)c3)C2)CC1 (configuration not stated)	-0.3	-5.8	-2.8	-5.8
42	-0.5	1.9	-0.1	102.3	1.8	-0.8	CC(=O)C1=C(c2ccccc2)NC(=O)NC1c1ccccc1OCC#N (configuration not stated)	-1.9	-6.7	-1.2	4.5
43	1.1	-1.7	-0.8	110.8	-1.7	-1.9	CCCC/C(=N\NC(=O)c1ccc(Br)o1)c1ccccc1	-0.3	-1.4	0.5	-1.4
44	-2.4	0.6	0.5	97.8	-0.3	1.4	CCOc1cc(C(=O)NC2=NCCS2)cc(OCC)c1OCC	-3.1	-4.3	0.5	16.7
